# From PubChem
# bIAP inhibitor: bovine intestinal alkaline phosphatase inhibitors, primary screen, selectivity assay for TNAP inhibitor project, biochemical, bovine IAP, CDP-star luminescence; inhibition, % at 20 µM; purified bovine IAP, 30 min; alkaline phosphatase, intestinal [Bos taurus]; 190,000 tested, under 10 active;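 active means over 50% inhibition of intestinal alkaline phosphatase at 20 µM in the single-dose screen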
#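 test system = bovine IAP enzyme | medium = DEA buffer 100 mM, pH 9.8, with MgCl2 1.0 mM, ZnCl2 0.02 mM | detection = luminescence | dosing = single compound dose of 20 µM, 2% DMSO final | incubation = 30 min reaction at room temperature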
# ROMK primary: ROMK potassium channel modulators, primary screen, cell-based, thallium flux, MLSMR library; Tet-inducible ROMK, thallium flux fluorescence; actives lie on both sides; B-score at 10 µM; 2% of 130,000 active; AID 1918, 2009;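 active means signal ratio slope over the read window, or its plate-corrected B-score, at least 3 SD from the plate mean, either direction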;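 further: B-score of the F/F0 ratio slope over 7 to 12 s after thallium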
# Target sequence (P48048 whole entry, looked up): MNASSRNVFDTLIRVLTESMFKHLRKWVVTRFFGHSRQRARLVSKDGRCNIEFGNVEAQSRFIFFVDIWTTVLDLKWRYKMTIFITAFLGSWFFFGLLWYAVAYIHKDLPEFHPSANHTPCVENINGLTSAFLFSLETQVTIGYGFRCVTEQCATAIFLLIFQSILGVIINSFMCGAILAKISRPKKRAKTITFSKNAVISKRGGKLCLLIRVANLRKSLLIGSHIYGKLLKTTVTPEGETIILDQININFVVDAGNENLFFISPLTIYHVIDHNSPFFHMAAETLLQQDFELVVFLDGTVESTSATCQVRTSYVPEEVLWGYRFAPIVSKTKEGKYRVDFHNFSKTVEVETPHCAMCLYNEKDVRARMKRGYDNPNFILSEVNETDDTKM
# TLR4 MyD88 comp: inhibitors of TLR4-MyD88 association in cells, primary screen, cell-based, HeLa CL3-4, BLA complementation, FRET ratio; Toll-like receptor 4 (Homo sapiens) + Myeloid differentiation primary response protein …; HeLa CL3-4 TLR4/MyD88 BLA complementation; inhibition, % at 8.4 µM; 0.18% of 200,000 active; in the data active means inhibition above about 25%;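 further: 0% = vehicle and 100% = reference inhibitor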
# S1P3 antag: S1P3 receptor antagonists, primary screen, cell-based. Sphingosine 1-phosphate receptor 3 (Homo sapiens), Q99500. CHO S1P3 NFAT-BLA reporter, FRET fluorescence, antagonist mode. inhibition, % at 4.98 µM. 0.27% of 170,000 active. AID 485, 2006;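 active means inhibition above the plate cutoff, the mean inhibition of test wells on that plate plus 3 SD, cut at about 28% in these data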;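 further: cells challenged with S1P at its EC80 of 0.8 µM; blue over green emission ratio from cleaved BLA substrate after 4 h stimulation; 0% = S1P-stimulated wells and 100% = unstimulated DMSO-only wells; some compounds past the cut are filed as inactive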
# Redox H2O2 prof: compounds producing H2O2 with reducing agent – biochemical, NIH compound library profiling, artefact control for MLSCN library redox annotation, primary screen; activation, % at 10 µM; 0.03% of 200,000 active; DTT-dependent redox cycling H2O2, phenol red/HRP absorbance; 100% = 100 µM peroxide control, 0% = buffer; AID 878, 2007;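 active means activation of at least 50% relative to the plate's high and low controls in the primary single-dose screen; inactive means activation below 50%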;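 further: compound incubated with DTT at 0.8 mM final as the reducing agent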
# Lmaj promast: Leishmania major promastigote growth inhibition, primary screen | 9% of 200,000 active | Leishmania major promastigotes, resazurin fluorescence viability | inhibition, % at 10 µM | AID 1063, 2008; in the data active means inhibition above about 50%;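 further: promastigotes grown with compound for 44 hours at 28 °C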
# PPARg SRC-2 ag: agonists of PPARg-SRC-2 recruitment, primary screen, biochemical, HTS. Peroxisome proliferator-activated receptor gamma (Homo sapiens), P37231. PPARgamma LBD-SRC-2 recruitment. activation, % at 8 µM. 0.34% of 200,000 active. AID 1032, 2008; in the data active means activation above about 22%;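 further: 0% = vehicle and 100% = reference agonist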
# Target sequence (P37231 whole entry, looked up, the tested form may be a part): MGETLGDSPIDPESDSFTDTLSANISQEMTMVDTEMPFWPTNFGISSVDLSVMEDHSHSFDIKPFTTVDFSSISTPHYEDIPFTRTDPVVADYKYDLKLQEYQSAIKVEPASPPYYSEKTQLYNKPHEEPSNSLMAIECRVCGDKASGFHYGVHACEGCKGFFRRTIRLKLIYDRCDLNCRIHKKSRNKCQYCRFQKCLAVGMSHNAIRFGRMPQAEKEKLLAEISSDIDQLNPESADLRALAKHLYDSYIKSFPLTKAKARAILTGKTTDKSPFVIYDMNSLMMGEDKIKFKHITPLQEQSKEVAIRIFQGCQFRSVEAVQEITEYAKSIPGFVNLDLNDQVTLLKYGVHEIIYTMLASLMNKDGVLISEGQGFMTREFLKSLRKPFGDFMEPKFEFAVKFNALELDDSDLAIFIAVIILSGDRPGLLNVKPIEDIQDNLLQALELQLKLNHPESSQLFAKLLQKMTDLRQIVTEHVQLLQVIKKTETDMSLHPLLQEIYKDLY
# bIAP activator: bovine intestinal alkaline phosphatase activators, primary screen, biochemical, bovine IAP, CDP-star luminescence | purified bovine IAP, 30 min; active compounds read high; fold of DMSO-control signal, blank-subtracted | activation factor at 20 µM | 0.17% of 200,000 active;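 active means activation factor of 2 or more at 20 µM, a signal rise over negative controls twice the positive control's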
# PPARg SRC-3 ag: PPARgamma agonists recruiting SRC-3 coactivator, primary screen, biochemical. Peroxisome proliferator-activated receptor gamma (Homo sapiens), P37231. biochemical PPARgamma/SRC-3 coactivator recruitment assay. activation, % at 8 µM. 0.26% of 200,000 active. AID 731, 2007; in the data active means activation above about 23%;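 further: 0% = DMSO and 100% = reference agonist; some compounds past the cut are filed as inactive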
# TR-FRET SRC-2 ct: TR-FRET signal artefacts, primary screen, artefact control for PPARgamma SRC-2 agonist project, biochemical. 0.4% of 200,000 active. TR-FRET artefact counter-screen; active compounds read high. TR-FRET ratio at 8 µM; in the data active means TR-FRET ratio above about 2000; further: inactives centre near 1500
# PPARg SRC1 recr: PPARgamma agonists recruiting SRC-1 coactivator, primary screen, biochemical; PPARgamma-SRC-1 coactivator recruitment biochemical assay; activation, % at 8 µM; 0.41% of 200,000 active; in the data active means activation above about 19%;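 further: 0% = DMSO and 100% = reference agonist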
# Active calls of the source: *; x = no result given.
SMILES,bIAP inhibitor,ROMK primary,TLR4 MyD88 comp,S1P3 antag,Redox H2O2 prof,Lmaj promast,PPARg SRC-2 ag,bIAP activator,PPARg SRC-3 ag,TR-FRET SRC-2 ct,PPARg SRC1 recr
COc1ccc(C2(CNC(=O)Cc3ccccc3)CCCC2)cc1OC,-4.4,x,-5.5,x,0.0,5.2,11.4,1,-2.2,1600,1.9
COc1ccccc1/C=N/NC(=O)c1ccc(Br)cc1,19.1,1.6,1.6,-10.9,-0.7,5.7,12.3,0.8,4.1,1692,4.8
CN(C)C(=S)Nc1ccc2c(c1)OCO2,4.9,1.24,-13.9,5.2,-0.5,-5.6,9.3,1,3.8,1516,-2.9
CS(=O)(=O)NCCSCc1c(F)cccc1Cl,3.3,-1.72,-0.7,-13.3,2.0,3.9,0.8,1,-0.6,1383,-3.1
O=C(O)c1cccc(N2C(=O)CSC2c2c(F)cccc2Cl)c1 (stereo not given),14.0,-0.0229,-1.1,-5.7,-2.3,-2.2,-1.0,0.9,5.1,1666,-0.1
O=C(Nc1ccc(Cl)cn1)C1COc2ccccc2O1 (stereo not given),-9.2,x,-4.0,1.0,-0.6,-5.9,3.4,1.1,2.1,1526,7.7
Cc1cc(C)cc(OCC(=O)N2N=C(c3cccnc3)CC2(O)C(F)(F)F)c1 (stereo not given),-5.5,-0.713,-5.5,4.9,-0.4,0.6,8.3,1.1,4.7,1723,9.5
C=CCOc1ccccc1CNCCNC(=O)c1nonc1N,-22.8,-0.0127,-5.3,-8.8,0.4,-5.3,-13.5,1.2,2.4,1329,-8.1
CCCC(=O)OCC(=O)Nc1cc(C(C)(C)C)nn1-c1ccccc1,3.5,-0.547,-11.1,-19.9,-0.5,-4.8,9.6,1,1.6,1489,4.7
CC1CC(C)CN(CCCNC(=O)c2cc3c(=O)[nH]c4ccccc4c3n2C)C1 (stereo not given),-9.8,-0.72,-0.4,17.4,11.1,-2.7,4.6,1.1,-3.4,1612,3.4
Cc1cccc(Nc2nc(N3CCCCC3)nc(N3CCCCC3)n2)c1,9.4,x,-8.3,x,-2.0,34.3,-3.2,0.9,0.8,1602,11.3
Cn1c(CN2CCCC2)nc2cc(NC(=O)COc3ccc(Cl)cc3)ccc21,-0.3,-0.842,6.5,2.0,2.5,27.6,-6.0,1,3.9,1425,-4.3
CCN1C(=O)C(=O)N(CC(=O)Nc2ccccc2Oc2ccccc2)C1=O,3.2,1.39,-2.8,5.4,-0.5,-3.5,-2.8,1,-0.5,1640,0.8
COC(=O)c1ccc(-n2nnnc2SC)cc1,3.8,x,9.4,x,2.0,-1.7,4.5,1,2.6,1527,-0.7
Cc1cc(OCC(=O)N(C)C2CCCCC2)cc(C)c1Cl,1.8,-0.519,-4.0,-11.8,-0.3,20.7,-6.1,1,3.0,1413,2.5
CCOC(=O)c1c(-c2ccsc2)csc1N,42.9,-0.0795,-7.5,6.4,2.4,1.0,-1.4,0.6,2.5,1705,-2.9
COc1ccc(NC(=O)C(C)SCc2ccccc2)cc1 (stereo not given),-24.1,0.339,-10.9,6.2,3.1,-8.1,1.5,1.2,4.1,1713,-3.3
CC(C)OCCCN1C(=O)c2ccccc2C1C(=O)NC1CCCCC1 (stereo not given),-9.9,x,9.7,-9.5,2.1,-0.7,-8.7,1.1,-14.3,1319,2.1
Cc1ccc(-n2nnc3c(=O)n(CC(=O)NCC4CCCO4)cnc32)cc1 (stereo not given),6.4,x,3.4,-8.7,0.7,-7.3,3.2,0.9,-0.7,1641,5.3
O=C(OCC(=O)N1CCCCCC1)c1ccc(S(=O)(=O)N2CCOCC2)cc1,2.1,0.185,7.4,13.8,-0.5,-14.1,6.5,1,1.6,1556,7.3
O=C(c1ccc(S(=O)(=O)N2CCCC2)cc1)N1CCCc2ccccc21,-4.0,0.511,-4.4,24.5,2.7,3.0,0.5,1,1.6,1538,-3.9
CCSc1nc2nc(C)cc(C)n2n1,0.2,x,-1.2,-25.5,1.6,-3.9,-2.9,1,0.7,1664,2.2
COc1ccc(C(=O)N/C(=C/c2cccc3ccccc23)C(=O)NCCc2c[nH]c3ccccc23)cc1OC,18.6,-0.97,13.4,-7.6,-0.6,10.3,12.4,0.8,3.4,1575,7.1
CNS(=O)(=O)c1cccc(C(=O)OCC(=O)Nc2cc(F)ccc2F)c1,-4.3,-0.798,-2.8,0.9,-1.3,-7.0,12.2,1,-1.6,1560,4.0
C=CCSc1nnc(-c2ccccc2N=Cc2c(C)[nH]n(-c3ccccc3)c2=O)c(=O)[nH]1,-13.5,0.0105,-20.2,x,0.4,6.5,-3.4,1.1,0.5,1340,-0.5

# Looked up one by one from the list above, 6 records:
SMILES,bIAP inhibitor,ROMK primary,TLR4 MyD88 comp,S1P3 antag,Redox H2O2 prof,Lmaj promast,PPARg SRC-2 ag,bIAP activator,PPARg SRC-3 ag,TR-FRET SRC-2 ct,PPARg SRC1 recr
Cc1ccc(-n2nnc3c(=O)n(CC(=O)NCC4CCCO4)cnc32)cc1 (stereo not given),6.4,x,3.4,-8.7,0.7,-7.3,3.2,0.9,-0.7,1641,5.3
CC(C)OCCCN1C(=O)c2ccccc2C1C(=O)NC1CCCCC1 (stereo not given),-9.9,x,9.7,-9.5,2.1,-0.7,-8.7,1.1,-14.3,1319,2.1
CCOC(=O)c1c(-c2ccsc2)csc1N,42.9,-0.0795,-7.5,6.4,2.4,1.0,-1.4,0.6,2.5,1705,-2.9
CN(C)C(=S)Nc1ccc2c(c1)OCO2,4.9,1.24,-13.9,5.2,-0.5,-5.6,9.3,1,3.8,1516,-2.9
C=CCSc1nnc(-c2ccccc2N=Cc2c(C)[nH]n(-c3ccccc3)c2=O)c(=O)[nH]1,-13.5,0.0105,-20.2,x,0.4,6.5,-3.4,1.1,0.5,1340,-0.5
Cc1cccc(Nc2nc(N3CCCCC3)nc(N3CCCCC3)n2)c1,9.4,x,-8.3,x,-2.0,34.3,-3.2,0.9,0.8,1602,11.3

# (cont.)
SMILES,bIAP inhibitor,ROMK primary,TLR4 MyD88 comp,S1P3 antag,Redox H2O2 prof,Lmaj promast,PPARg SRC-2 ag,bIAP activator,PPARg SRC-3 ag,TR-FRET SRC-2 ct,PPARg SRC1 recr
CC(C)c1onc(C(=O)N(C)C2CCCCC2)c1[N+](=O)[O-],-2.1,-0.0646,-14.5,-1.4,1.1,1.0,-8.2,1,-5.8,1537,1.6
CCc1ccccc1NC(=S)N(CCCN1CCOCC1)Cc1cccs1,-9.9,-0.772,8.0,1.0,-0.1,7.0,-2.8,1.1,-1.9,1623,5.4
Fc1ccc(CSc2nsc(SCc3ccc(F)cc3)n2)cc1,x,-0.0128,-8.8,x,0.1,-8.3,1.2,0,2.5,1521,-0.2
CCn1cc(C(=O)N=c2sc3ccccc3n2C)c(=O)c2ccc(C)nc21,x,x,-8.1,9.1,0.4,88.6*,-5.9,x,13.8,1635,-3.6
CCN(CC)S(=O)(=O)c1ccc(N2CCOCC2)c(NC(=O)CC23CC4CC(CC(Br)(C4)C2)C3)c1,-0.6,-2.68,-1.7,-9.7,0.2,50.8*,-8.6,1,0.5,1512,-8.6
CN1c2ccccc2C(O)=C(C(=O)Nc2ccccc2)S1(=O)=O,-10.9,x,3.1,x,0.6,-5.4,-2.6,1.1,2.5,1753,2.5
O=C(COC(=O)c1ccc(O)cc1)NCc1ccc2c(c1)OCO2,17.1,0.456,-12.0,-7.5,-1.7,-4.2,8.7,0.8,2.0,1660,2.3
CCOC(=O)c1sc(NC(=O)CN2C(=O)NC3(CC(C)CC(C)(C)C3)C2=O)c(C(=O)OCC)c1C (stereo not given),10.8,-0.301,-5.2,-35.8,0.4,17.7,-4.3,0.9,-4.0,1670,2.6
CNC(=O)/C(C#N)=c1\s/c(=C/C(=O)OC)c(=O)n1-c1ccccc1,-4.4,x,-8.9,x,1.8,4.3,9.0,1,0.6,1676,2.5
O=C(C1CCC(C(=O)N2CCCC2)CC1)N1CCCC1 (stereo not given),x,-0.125,6.2,5.6,-0.6,-1.7,-0.5,x,13.3,1581,6.3
COc1ccccc1C(=O)NNC(=S)NC(=O)c1cc(OC)c(OC)c(OC)c1,-4.7,-0.154,0.9,-18.7,-0.6,-6.4,10.2,1,5.0,1734,1.8
O=C(CSc1ncnc2c1oc1ccccc12)c1cccs1,8.1,x,14.1,-6.6,5.2,17.6,30.2*,0.9,69.3*,2091*,51.7*
Cc1cccc(C)c1NCc1n[nH]c(=S)n1-c1ccccc1,17.3,0.629,13.4,-0.3,-1.7,-4.4,4.9,0.8,4.8,1562,6.5
Cc1ccc(Nc2ncnc3c2oc2ccccc23)cc1,26.5,-0.255,3.3,x,-0.9,3.2,4.4,0.7,1.3,1583,-0.4
COc1cc(OC)cc(C(=O)NCCSCc2ccco2)c1,8.6,x,-8.7,5.3,0.6,-3.4,11.2,0.9,6.4,1386,8.0
Cc1cc(C#N)c(C)c(SCc2[nH]nc3c2C(c2ccccc2)C(C#N)=C(N)O3)n1 (stereo not given),2.9,0.28,2.1,x,0.4,15.6,12.6,1,12.8,1508,-1.0
CC1CCN(C(=S)c2ccc3c(c2)OCO3)CC1,11.8,-0.637,3.4,x,0.1,1.5,3.7,0.9,-4.1,1449,3.2
O=C(COC(=O)CSc1nnc(-c2ccc(Cl)cc2)o1)NCc1ccc2c(c1)OCO2,3.5,x,1.9,3.8,1.2,-7.2,4.7,1,10.4,1681,-0.8
CCOc1ccc2nc(N3CCCN(C(=O)Nc4ccccc4C)CC3)c(C#N)cc2c1,-38.7,-5.81*,-7.1,-11.8,2.2,23.6,-1.0,1.4,2.5,1584,-5.8
Cc1ccc(SCCNC(=O)C(CO)(CO)CO)cc1,-7.8,0.0303,-7.0,-19.1,-0.8,-9.1,-1.2,1.1,5.3,1419,-3.8
CCC1=Nc2cc(C(=O)NCc3ccco3)ccc2Sc2ccc(Cl)cc21,-1.5,1.1,-4.5,-7.0,0.5,68.3*,-0.6,1,-0.7,1516,-2.1
O=C(CCC1CCCCC1)NCc1cccs1,25.4,0.0399,-0.3,x,0.9,-12.3,1.5,0.7,2.6,1578,-1.4
CCN(Cc1ccccc1)C(=O)COc1cc(=O)n(CC)c2ccccc12,-1.2,-0.101,0.4,x,0.1,-4.8,-1.6,1,-5.5,1653,-5.0
O=C(O)c1cc(/C=C/c2ccc(N3CCOCC3)cc2)nc2ccccc12,-4.0,-0.0507,9.1,-12.0,-0.4,7.1,5.1,1,2.8,1651,4.8
NC(=O)c1cc2ccc(O)cc2oc1=NCc1ccccc1,12.7,x,-117.2,24.8,-0.1,11.2,-2.5,0.9,-4.0,1419,0.6
CC12CCC(C(=O)NCCCn3ccnc3)(OC1=O)C2(C)C (stereo not given),3.3,1.73,1.1,2.9,-1.0,-0.8,11.6,1,8.9,1699,9.4
